High-throughput results from PubChem BioAssay.
HEK cytotox – kills HEK 293 cells; AID 1345083; Potency, µM (highest dose often 115 µM), without a hit: at the highest dose activity change, negative = cytotoxicity, usual class: inhibitors; 94,000 tested, 6.6% active; HEK 293 viability, ATP luminescence (CellTiter-Glo), 48-72 h; also: potency is read from the fitted curve at half-maximal effect; nearly all actives have a fitted effect of over 60% in size
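Cells seeded first (HEK 293, 250 cells/well), then compound added by pintool. Incubation ran 48 or 72 hr at 37 degree Celsius. CellTiter-Glo was added and luminescence imaged after 10 min at room temperature.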
HEK293 viab – cell viability loss counter-screen; Potency, µM (series often up to 57.1 µM), without a hit: top-dose activity change, negative = cytotoxicity, usual class: cytotoxic; 150,000 tested, 0.12% active; HEK-293-SNCA-luc viability, GF-AFC fluorescence, 24 h;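 also: potency is read from the fitted curve at half-maximal effect; 0% = DMSO-treated cells and -100% = medium-only wells without cells; nearly all actives have a fitted effect of over 30% in size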
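HEK-293-SNCA-luc cells (1500/well) plated 24 h, then exposed 24 h to a dilution series; GF-AFC added 30 min at 37C, fluorescence 405/540 nm; normalised to medium-only and DMSO wells, Hill fit.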
Luciferase inh – blocks purified firefly luciferase enzyme activity. 76,000 tested, 2.5% active. P08659. Potency, µM (top dose mostly 115 µM), for inactives: at the top dose activity change, negative = inhibition, hits mostly inhibitors. purified P. pyralis luciferase, luminescence, biochemical; also: potency is read from the fitted curve at half-maximal effect; nearly all actives have a fitted effect of over 65% in size
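Biochemical qHTS: compound (6-point titration) added to 10uM D-luciferin plus 10uM ATP in Tris acetate pH 7.5 buffer with Mg, Tween-20 and BSA, then purified enzyme at 10nM; light output imaged.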
GPT2 inhibitor – inhibitors of human GPT2 alanine aminotransferase; Q8TD30; Recombinant GPT2, coupled pyruvate oxidase/HRP Amplex Red fluorescence; Potency, µM (titrated, usually from 57.7 µM), for the others: top-dose activity change, negative = inhibition, most hits filed as inhibitors; 100,000 tested, 0.25% active; AID 1671188; also: potency is read from the fitted curve at half-maximal effect; nearly all actives have a fitted effect of over 60% in size; many of its hits are not listed in these tables
Target sequence (Q8TD30 whole entry, looked up): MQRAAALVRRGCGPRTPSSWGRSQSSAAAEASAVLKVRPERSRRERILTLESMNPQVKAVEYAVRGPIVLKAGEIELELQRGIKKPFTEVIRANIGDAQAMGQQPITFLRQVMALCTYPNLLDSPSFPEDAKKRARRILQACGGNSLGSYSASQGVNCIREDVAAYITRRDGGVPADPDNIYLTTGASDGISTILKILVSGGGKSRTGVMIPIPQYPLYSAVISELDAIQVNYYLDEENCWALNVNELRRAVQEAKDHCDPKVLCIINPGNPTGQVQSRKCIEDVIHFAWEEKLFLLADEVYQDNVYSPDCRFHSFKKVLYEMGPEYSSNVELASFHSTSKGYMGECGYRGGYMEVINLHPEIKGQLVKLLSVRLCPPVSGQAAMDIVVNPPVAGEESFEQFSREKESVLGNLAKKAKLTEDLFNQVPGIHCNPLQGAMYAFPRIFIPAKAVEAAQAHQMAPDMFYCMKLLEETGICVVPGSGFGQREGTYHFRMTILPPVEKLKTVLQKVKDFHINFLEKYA
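Inhibition is scored from Amplex Red fluorescence generated when pyruvate oxidase and HRP act on pyruvate released by GPT2. Reactions contain 10ng/uL enzyme, 250uM a-KG and 2mM L-alanine and run 30 min at room temperature.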
3T3 cytotox – NIH 3T3 cell cytotoxicity | NIH 3T3 viability, CellTiter-Glo ATP luminescence, 48-72 h | 94,000 tested, 4.3% active | Potency, µM (titrated, usually from 96.7 µM), for the others: at the highest dose activity change, negative = cytotoxicity, usual class: inhibitors; also: potency is read from the fitted curve at half-maximal effect; nearly all actives have a fitted effect of over 55% in size
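Viability of NIH 3T3 cells after 48 or 72 hr compound treatment at 37 °C was assessed by CellTiter-Glo, with luminescence imaged following a 10 min room-temperature step.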
IP6K1 inhibitor – inhibitors of human IP6K1; Q92551; IP6K1 kinase, ADP-Glo luminescence, 2 h; active compounds read low; activity change, % (series mostly up to about 58 µM); 140,000 tested, 0.81% active; AID 1645851; in the data active = activity change below about -25%
Target sequence (Q92551 whole entry, looked up): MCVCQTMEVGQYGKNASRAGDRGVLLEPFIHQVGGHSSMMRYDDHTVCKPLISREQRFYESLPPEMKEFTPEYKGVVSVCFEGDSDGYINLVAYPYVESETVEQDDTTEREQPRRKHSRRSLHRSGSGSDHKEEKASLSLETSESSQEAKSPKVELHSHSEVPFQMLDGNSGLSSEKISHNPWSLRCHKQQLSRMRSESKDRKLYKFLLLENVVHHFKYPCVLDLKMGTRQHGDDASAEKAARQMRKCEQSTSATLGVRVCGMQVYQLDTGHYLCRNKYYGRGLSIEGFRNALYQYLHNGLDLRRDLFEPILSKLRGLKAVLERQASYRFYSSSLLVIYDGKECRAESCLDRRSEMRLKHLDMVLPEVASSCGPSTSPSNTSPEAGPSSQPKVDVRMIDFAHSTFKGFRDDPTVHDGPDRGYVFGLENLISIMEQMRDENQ
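ADP-Glo luminescence measures ADP made by human IP6K1 during a 2 h RT reaction with ATP/IP6 (mix at 1.3 mM/130 uM); top library doses 57.5 and 19.1 uM final.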
SNCA expr inhib – SNCA gene expression inhibition; HEK-293 SNCA-luciferase knock-in, luminescence, 24 h; Potency, µM (titrated, usually from 57.2 µM), without a hit: at the highest dose activity change, negative = inhibition, hits mostly inhibitors; 140,000 tested, 0.17% active;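 also: potency is read from the fitted curve at half-maximal effect; plate controls were DMSO cells for no effect and cell-free wells for full effect; nearly all actives have a fitted effect of over 45% in size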
* = called active by the depositor; i = inactive; ? = inconclusive; · = not tested or not shown; [ ] = dose if it differs, or a comment. Unless noted, calls follow the shape of the dose curve; as a rule, active = well fitted curve in the direction sought with a large enough effect; inconclusive = small, poorly fitted or top-dose-only effect, or another doubt; inactive = no such curve, though single readings can be large; an effect the other way counts as inactive or inconclusive. Unless noted, % is scaled to controls: 0 for no effect and ±100 for the full control effect.

SMILES	HEK cytotox	HEK293 viab	Luciferase inh	GPT2 inhibitor	3T3 cytotox	IP6K1 inhibitor	SNCA expr inhib
COc1cccc(N2C(=O)NC(=NC3CCCC3)C23CCCN(CC2CCCCC2)C3)c1 (stereo not drawn)	?	?	·	4.7%	?	-20.8	?
COC(=O)C1=CO[C@@H](O[C@@H]2O[C@H](CO)[C@@H](O)[C@H](O)[C@H]2O)[C@H]2[C@@H]1[C@H](O)[C@H](O)[C@]2(C)O	·	-3.6%[23.9 µM]	·	-12.8%[27.3 µM]	·	9.1	·
CC1(C)CC(NC(=O)C2CCN(c3nc(-c4ccccc4)nc4c3CCC4)CC2)CCO1 (stereo not drawn)	?	-10.1%	1.6%	i	?	4.2	-15.9%
N#Cc1cc(CN2CCC(Nc3ncnc4sc(Cl)cc34)CC2)ccc1F	·	-31.0%	·	4.8%	·	-0.2	·
NC(=O)[C@@H]1CN(C(=O)c2cccc3c2OC(F)(F)O3)[C@H]2c3ccccc3O[C@@H]12	?	·	·	·	?	0.2	·
CN1CCC2(CC1)CN(C(=O)Cn1c(=O)oc3ccccc31)Cc1ccccc1O2	-12.7%	-12.8%	-2.5%	-13.3%	-21.5%	8.1	-15.8%
COc1ccc(OC)c(NC(=O)C2CC(=O)N(c3n[nH]c4cccc(F)c34)C2)c1 (stereo not drawn)	?	3.0%	0.0%	-1.8%	i	-1.7	12.3%
Cc1noc(-c2cccn3c(CNC(=O)c4ccc5ccccc5n4)nnc23)n1	-9.1%	-5.8%	-4.3%	4.7%	-18.1%	11.0	-4.4%
CCCc1cc(N2CCC(N3CC(Oc4ccccc4F)C3)CC2)nc(C)n1	?	1.7%	-1.9%	1.5%	?	4.7	-9.6%
CN1CCCN(C(=O)c2ccc(F)cc2)c2ccccc21	-17.7%	-7.4%	-4.9%	i	?	1.8	?
CC(C)C[C@@H](NC(=O)[C@@]1(O)C[C@@H](O)[C@H](O)[C@@H](NC(=O)c2ccc(F)c(Cl)c2)C1)C(N)=O	-6.9%	6.1%	-2.2%	-11.0%	-15.4%	11.5	4.6%
Cc1cc(CC(=O)O)c(C)n1-c1ccc(Cl)cc1	·	7.1%[23.9 µM]	·	-27.4%	·	6.8	-30.7%[25.6 µM]
CN(C)S(=O)(=O)N1CCC(C(=O)N2CCCCCCNC(=O)CC2)CC1	i	11.1%	-11.8%	i	-6.2%	-5.8	14.0%
Cc1ccc(C(C)C)c(OCC(=O)NCC2(N3CCOCC3)CCCCC2)c1	·	-19.9%	·	·	·	11.6	-19.8%
CCOc1ccc(CNC(=O)c2cc3c(=O)n(C)c4ccccc4c3s2)cc1	·	-14.7%	·	·	·	-4.8	-15.9%
COc1ccc(OC)c(-c2nc3c(C#N)c[nH]n3c2NC2CCCCC2)c1	·	-14.5%	·	·	·	0.0	?
COc1ccccc1C(=O)NCCNC(=O)c1cccc(-c2cc(F)ccc2OC)c1	?	-24.2%	·	-0.6%	?	-7.9	10.3%
COc1ccccc1OCc1cc(C(=O)N2CCCN3CCC[C@H]3C2)n[nH]1	-20.5%	2.9%	-2.8%	4.0%	-3.2%	8.0	-8.1%
COc1ccc(-c2ccc(=O)n(CC(=O)Nc3ccc(C)cc3C)n2)cc1	·	2.4%	·	·	·	-8.9	13.0%
Cc1n[nH]c(C)c1C(N)C(=O)N1CCC(c2nnc3n2CCCCC3)CC1 (stereo not drawn)	i	-13.0%	5.9%	-1.6%	i	-15.7	8.3%

Some entries already given, showing only SNCA expr inhib.
Molecule	SNCA expr inhib
CC(C)C[C@@H](NC(=O)[C@@]1(O)C[C@@H](O)[C@H](O)[C@@H](NC(=O)c2ccc(F)c(Cl)c2)C1)C(N)=O	4.6%
Cc1cc(CC(=O)O)c(C)n1-c1ccc(Cl)cc1	-30.7%[25.6 µM]
CN(C)S(=O)(=O)N1CCC(C(=O)N2CCCCCCNC(=O)CC2)CC1	14.0%

(continued)
SMILES	HEK cytotox	HEK293 viab	Luciferase inh	GPT2 inhibitor	3T3 cytotox	IP6K1 inhibitor	SNCA expr inhib
CCn1ncc(CN2CCCN(Cc3ccncc3)C(c3ccccc3)CC(=O)NCC2)c1C (stereo not drawn)	2.6%	?	-3.6%	i	-10.1%	5.1	-5.6%
CN(C)C(=O)c1cccnc1OC1CCN(C(=O)Nc2ccc(Cl)cc2F)C1 (stereo not drawn)	-5.7%	8.2%	5.7%	i	-10.4%	3.8	12.2%
CC(=O)CC/C=C(\C)CC/C=C(\C)CC/C=C(\C)CCC=C(C)C	·	-4.8%[23.9 µM]	·	i	·	-0.8	-48.3%[25.6 µM]
CS(=O)(=O)N(C1CC1)C1CCOC2(CCN(C(=O)Cc3ccccc3)CC2)C1 (stereo not drawn)	2.4%	1.1%	11.6%	i	-0.4%	-0.5	3.1%
Cc1ccc(CCNC(=O)CCCn2c(=O)c3cccn3c3ccc(F)cc32)cc1	·	2.3%	·	·	·	-5.5	8.8%
O=C(Nc1cccc(C(F)(F)F)c1)O[C@@H]1CO[C@H]2[C@@H]1OC[C@@H]2Nc1nccc(-c2ccccc2)n1	?	?	-7.9%	-12.1%	?	-10.6	-27.0%
CCc1ccc(C(=O)N2CCC(Cc3nc(C(C)C)no3)CC2)cc1	?	-3.7%	-6.7%	i	?	-8.1	-17.0%
CCCNC(=O)Nc1ccc(OC2CCN(C(=O)CC)C2)nc1 (stereo not drawn)	3.9%	10.5%	-13.9%	i	-23.5%	10.3	-7.1%
O=C(NCCc1noc(C2CC2)n1)c1cccs1	6.0%	8.1%	8.5%	1.6%	-7.4%	32.1	6.8%
COc1cccc(-c2cc3c(=O)n(CCNC(=O)c4ccccc4F)ccn3n2)c1	?	-1.6%	?	-4.1%	-28.2%	-7.1	39.1%[activator]
Cc1cc(=O)n2nc(N3CCC(C(=O)Nc4ccc(Br)c(C)c4)CC3)sc2n1	·	1.6%	·	·	·	-16.8	9.6%
CC(C)(O)CCc1cccc(C(=O)NCc2ccc3c(c2)OCCCO3)c1	?	-2.0%	-6.4%	3.9%[11.5 µM]	?	10.3	0.3%
COc1ccc(OC)c(CCNC(=O)c2cc3c(s2)-c2c(C)cccc2OC3)c1	·	18.7%	·	·	·	-9.7	?
CCO[C@H]1CN(C(=O)C(C)(C)Oc2ccc3c(c2)CCC3)C[C@@H]1O	-22.4%	3.0%	-0.8%	?	-21.2%	2.9	32.9%[activator]
COc1ccc(C(=O)N2C[C@@H](CO)[C@H](c3ccncc3)C2)cc1F	-5.8%	-0.6%	-10.7%	-2.7%	-9.0%	-14.3	-7.8%
COCCNC(=O)CCCN1C(=O)COc2ccc(C(=O)COc3ccc(C(C)(C)C)cc3)cc21	?	?	14.1µM*	i	?	5.2	?
O=C(CCc1ccccc1F)NC1CCCN(C2CCCCCC2)C1 (stereo not drawn)	-24.4%	-11.6%	-12.4%	i	-20.3%	3.1	10.4%
CCC(=O)N1CCC(Cc2nc(-c3ccccc3)n[nH]2)CC1	-16.3%	7.2%	-1.7%	-22.8%	-9.6%	-12.4	-3.1%
CCCCNS(=O)(=O)c1ccc2nc(-c3cccnc3)cc(C(=O)NC(C)C)c2c1	·	-12.7%	·	·	·	-8.5	6.5%
Cc1cnc(-c2cccnc2)n1CC1CCCN(C(=O)NC2CCCCC2)C1 (stereo not drawn)	-1.3%	-5.4%	·	i	-8.3%	7.3	55.4%[activator]
CC(C)c1noc(C2CCCN(C(=O)c3ccoc3)CCC(=O)NCC2)n1 (stereo not drawn)	-5.1%	-2.7%	-3.3%	?	-7.4%	25.5	-17.3%
c1ccc(-c2ccnc(NCCc3c[nH]c4ccccc34)n2)nc1	?	-6.8%	8.91µM*	-4.4%	?	-7.8	66.1%[activator]
CN1C(=O)CS(=O)(=O)C12CCN(C(=O)Cc1ccc(Cl)cc1)CC2	-27.5%	-5.6%	5.7%	i	-19.9%	-6.2	-7.6%
COc1ccc(Cn2c(C(=O)O)c(CNCCc3cc(OC)ccc3OC)c3ccc(C)cc32)cc1	·	?	·	·	·	19.0	?
Cc1ccc(-c2noc(-c3ccc(NCc4ccco4)c([N+](=O)[O-])c3)n2)cc1	·	6.4%	·	·	·	14.7	26.1%
COc1ccc(-c2nc(C(=O)Nc3cccc(C(C)=O)c3)nn2-c2ccc(Cl)cc2)cc1	·	11.4%	·	·	·	8.9	-7.2%
O=C(Cc1ccc(Cl)cc1)Nc1ccc2oc(-c3ccccc3F)nc2c1	·	12.4%	·	·	·	-16.8	47.9%[activator]
COc1ccc(C(=O)NC2CCN(C(=O)c3ccccc3-c3ccc(OC)nn3)CC2)cc1	-8.0%	·	·	·	-16.4%	-2.2	·
CCc1cccc(NC(=O)CCc2nc3cccnc3n2-c2ccccc2)c1	·	6.8%	·	·	·	23.2	-2.3%
CCCCNC(=O)c1cnn2c(C)c(Cc3c(C)cc(C)cc3C)c(C)nc12	·	-7.4%	·	·	·	-2.7	-15.4%
O=C(Cc1cccc(Cl)c1)NC1CCN(c2nc3ncccc3o2)C1 (stereo not drawn)	-19.2%[172 µM]	2.7%[87.6 µM]	·	-0.1%[88.5 µM]	-25.5%[138 µM]	7.3	-2.7%[87.6 µM]
COc1cccc(C(=O)N2CCC(c3nc(C4CCOC4)no3)CC2)c1 (stereo not drawn)	-6.9%	7.2%	-0.7%	i[11.5 µM]	-4.4%	-36.9*	2.8%
CCC(c1ccccc1)N1Cc2cc(NS(=O)(=O)c3ccc(Cl)cc3)ccc2OC(C)C1=O (stereo not drawn)	?	-11.6%	-0.8%	i	?	19.4	-21.0%
O=C(NCc1ccc(F)cc1)NC1CCc2n[nH]c(=O)n2CC1 (stereo not drawn)	i	-1.8%	-1.6%	i	i	-3.0	7.2%
Cc1cccc(NC(=O)N2CCC(CCNC(=O)Cc3cccc(F)c3)CC2)c1	-9.8%	-3.7%	-12.6%	i	?	2.2	59.0%[activator]
O=C(NCCCCCCCCNC(=O)C(Cl)Cl)C(Cl)Cl	·	4.7%	·	-0.3%	·	-4.1	·
CCOC(=O)C1CCCN(S(=O)(=O)c2ccc(F)c(C(=O)Nc3ccc(F)c(F)c3)c2)C1 (stereo not drawn)	·	-5.7%	·	·	·	12.7	-26.1%
COc1ccc(CCC(=O)Nc2cccc(-c3nnc4n3CCCC4)c2)cc1	-10.9%	0.5%	-6.4%	i	-7.3%	13.7	2.3%
CN(C)c1cccc(C(=O)Nc2ncc(-c3cnn(C)c3)c3c2OCC3)c1	-26.8%[172 µM]	-5.0%[87.6 µM]	?	0.8%[88.5 µM]	?	-5.2	2.5%[87.6 µM]
CCOc1ccccc1C1NC(=O)N(CC(=O)N2CCN(c3ccc(F)cc3)CC2)C2=C1C(=O)OC2 (stereo not drawn)	?	4.6%	2.9%	-4.6%	-12.3%	5.3	-25.6%

A portion of the library. The share of hits here may be higher or lower than overall.
